HUVEC tox TNFa = HUVEC cytotoxicity counter-screen, TNF alpha stimulated. HUVEC TNFalpha-stimulated, Hoechst cell count, imaging. cell count reduction, % at 2 µM. 93,000 compounds, 0.17% hits. AID 848;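 active = cell count reduction exceeding the screen mean by over 5 SD, scaled to untreated wells per plate, cut at about 78% in these data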;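 also: cells counted after 24 h of TNF alpha exposure following the 1 h pretreatment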
MT1-MMP txn act = MT1-MMP promoter transcription activation; 86,000 compounds, 0.16% hits; activation factor at 10 µM; HT1080 MT1-MMP promoter luciferase reporter, luminescence, overnight; stronger effect = higher value;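 active = activation factor of at least 2 for MT1-MMP transcription at 10 µM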
Candida biofilm = kills Candida albicans biofilms; C. albicans biofilm + clotrimazole, Alamar Blue; inhibition, % at 6 µM; 85,000 compounds, 0.14% hits;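 active = inhibition above 20%; inactive = inhibition below 20%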;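 also: preformed 24 hr biofilms exposed to compound for 48 hr; 0% = biofilm without compound and 100% = blank killed by clotrimazole plus chlorhexidine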
DAT uptake mod = human DAT dopamine uptake with cocaine, either direction; LLC-PK1 hDAT cells, [14C]-dopamine uptake with cocaine IC80; actives deviate in either direction; AID 449768; B-score at 10 µM; 110,000 compounds, 1.3% hits; Q01959;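 active = Z score or B-score, a plate-position-corrected score, falls beyond the plate's 99.7% confidence bounds, in either direction; inactive = both scores lie inside the 99.7% bounds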;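 also: scored against the spread of the other compound wells on the same plate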
Target sequence (Q01959 whole entry, looked up): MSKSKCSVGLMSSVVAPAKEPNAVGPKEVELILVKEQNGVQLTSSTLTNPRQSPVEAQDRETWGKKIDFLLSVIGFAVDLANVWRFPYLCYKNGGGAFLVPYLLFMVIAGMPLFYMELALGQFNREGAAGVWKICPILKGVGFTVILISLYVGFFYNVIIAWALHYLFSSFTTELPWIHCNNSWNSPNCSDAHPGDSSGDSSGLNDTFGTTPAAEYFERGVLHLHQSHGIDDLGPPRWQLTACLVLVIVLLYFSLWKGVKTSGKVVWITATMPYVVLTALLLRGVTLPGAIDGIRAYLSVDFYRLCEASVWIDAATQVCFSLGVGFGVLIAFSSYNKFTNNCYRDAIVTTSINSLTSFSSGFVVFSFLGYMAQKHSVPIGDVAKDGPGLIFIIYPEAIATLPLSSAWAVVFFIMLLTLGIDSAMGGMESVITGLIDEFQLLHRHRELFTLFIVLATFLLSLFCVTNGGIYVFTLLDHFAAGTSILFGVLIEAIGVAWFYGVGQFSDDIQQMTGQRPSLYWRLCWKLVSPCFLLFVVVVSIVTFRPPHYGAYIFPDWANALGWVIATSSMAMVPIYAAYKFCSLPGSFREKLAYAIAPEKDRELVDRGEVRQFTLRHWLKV
HUVEC tox IL1B = HUVEC cytotoxicity counter-screen, IL-1B stimulated; HUVEC cell count loss, Hoechst imaging; cell count reduction, % at 2 µM; 94,000 compounds, 0.41% hits;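 active = cell count reduction more than 3 SD above the screen-wide mean, cut at about 70% in these data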;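 also: normalized per plate to untreated control cells as the no-loss baseline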
VCAM1 TNFa inh = reduces TNF alpha induced VCAM1 expression in HUVEC; AID 802; HUVEC TNFa-induced VCAM-1 immunofluorescence, high-content imaging; 95,000 compounds, 0.48% hits; inhibition, % at 2 µM;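 active = inhibition above the batch mean plus 3 SD, with images confirmed as a hit by eye, cut at about 37% in these data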;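 also: 0% = TNF-stimulated DMSO wells and 100% = unstimulated control wells; not every result past the cut was called active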
cytoskel mod = alters cytoskeleton assembly in HUVEC cells | HUVEC TNFa F-actin phalloidin imaging, high content | inhibition, % at 2 µM | 91,000 compounds, 0.18% hits | AID 836;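 active = inhibition above the batch mean plus 3 SD and confirmed as a hit by visual image inspection, cut at about 30% in these data, passing the limit was not always enough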; also: strong numbers were not always called active
Smad3 inh = blocks human Smad3 binding to FoxH1 peptide; 88,000 compounds, 0.29% hits; inhibition, % at 25 µM; TR-FRET Smad3/Dy647-FoxH1 peptide binding, europium anti-His; P84022;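 active = compounds that reduce the energy-transfer binding signal between the protein and its labelled peptide by more than half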;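 also: 0% = Smad3 plus labelled peptide maximal FRET and 100% = peptide-only background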
Target sequence (P84022 whole entry, looked up): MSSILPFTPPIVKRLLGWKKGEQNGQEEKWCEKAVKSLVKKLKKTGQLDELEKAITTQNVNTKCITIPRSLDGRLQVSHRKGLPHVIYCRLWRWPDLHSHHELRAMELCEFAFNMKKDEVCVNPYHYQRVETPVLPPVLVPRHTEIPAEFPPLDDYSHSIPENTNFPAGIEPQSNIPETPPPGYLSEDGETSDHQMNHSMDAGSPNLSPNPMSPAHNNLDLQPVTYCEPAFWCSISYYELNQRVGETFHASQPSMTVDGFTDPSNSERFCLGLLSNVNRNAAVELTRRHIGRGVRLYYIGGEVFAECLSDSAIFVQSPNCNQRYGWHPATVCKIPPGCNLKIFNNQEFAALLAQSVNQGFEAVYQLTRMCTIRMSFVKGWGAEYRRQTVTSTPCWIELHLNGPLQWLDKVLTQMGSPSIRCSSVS
LYP inh 2 = LYP (human) phosphatase inhibition; Q9Y2R2; 96,000 compounds, 0.21% hits; recombinant LYP catalytic domain, DiFMUP fluorescence; inhibition, % at 2 µM; AID 640;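 active = inhibition at 2 µM at or above a set limit, the screen mean plus 3 SD, cut at about 24% in these data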;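 also: 0% = DMSO with enzyme and 100% = enzyme fully blocked by orthovanadate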
* marks the source's active call; other numbers are inactive results; / = not tested or not shown; [ ] = another dose, or the depositor's remark. Only part of the results is shown. The share of hits here may be higher or lower than overall.

SMILES	HUVEC tox TNFa	MT1-MMP txn act	Candida biofilm	DAT uptake mod	HUVEC tox IL1B	VCAM1 TNFa inh	cytoskel mod	Smad3 inh	LYP inh 2
O=C1OC2(CCCCC2)OC(=O)C1=CNc1nc2ccccc2s1	16	1.1	0	-0.19	7	-3	10	7	5
O=C(CN1C(=O)c2ccccc2C1=O)NCC1COc2ccccc2O1 (stereo unspecified)	2	1.1	7	-0.95	-6	16	7	9[fluorescence artefact?]	2
CCOC(=O)C1CCCN(c2ncnc3c2cnn3-c2cccc(C)c2)C1 (stereo unspecified)	-13	0.9	1	0.64	-133	-9	/	-3	-8
CCn1cc([N+](=O)[O-])c(C(=O)Nc2c(C)nn(Cc3c(F)c(F)c(F)c(F)c3F)c2C)n1	-13	/	/	-0.11	-1	-1	20	/	-15
CCn1cnc2cc(NCc3nc4ccccc4n3C)ccc21	-9	0.6	6	1.6	4	16	-4	11	-2
O=C(Nc1ccc(N2CCOCC2)cc1)C1(S(=O)(=O)c2ccccc2)CC1	/	1.2	7	0.049	/	/	/	-9	/
Cn1c(=O)[nH]c(=O)c2c1ncn2CCN1CCOCC1	-16	1.2	5	-0.63	-31	-3	-16	-3	-8
O=C(CSc1nnc(COc2ccccc2)n1Cc1ccco1)NCc1ccco1	-2	1.1	2	-0.53	23	-11	-36	5	0
O=C(Oc1ccc(/C=N/O)cc1)c1ccccc1	-16	1.5	2	-0.8	1	0	-16	5	-6
CCOc1ccc(/C=N/NC(=O)C(C)N(c2ccc(OC)cc2)S(C)(=O)=O)cc1 (stereo unspecified)	-30	/	/	0.15	/	12	45	/	5
COc1ccc(NC(=O)[C@@H]2[C@@H]3C(=O)N(C4CCCCC4)C(=O)[C@@H]3C3c4ccccc4C=CN32)cc1 (stereo partly specified)	-46	1.1	5	-0.88	-31	8	17	8	13
Cc1ccc(Cn2ccc(NC(=O)c3cc4nc(-c5ccco5)cc(C(F)(F)F)n4n3)n2)cc1	1	1.1	-1	-0.14	-1	2	-5	-16	8
O=C(N1CCOCC1)C12CCC3CC(CC(C3)C1)C2	-9	1.1	-1	0.35	3	-8	25	17	-2
COc1ccc(NC(=O)N2CCN(c3cccc(C(F)(F)F)c3)CC2)cc1	11	1	-2	1.2	-4	-7	12	33[fluorescence artefact?]	0
O=C(O)C1C2C=CC3(CN(C4CCCC4)C(=O)C13)O2 (stereo unspecified)	-8	1.1	5	0.31	-20	3	-13	-2	-16
O=C(Nc1cccc(F)c1)C1CCN(C(=O)c2ccccc2Cl)CC1	-2	/	13	1.7	22	9	3	10	0
N#Cc1nc(-c2ccccc2F)oc1NCCN1CCOCC1	-9	1.1	6	1	4	-1	-7	2	-2
O=C(Cn1nnc(-c2cccc(C(F)(F)F)c2)n1)NC1CCCC1	/	1	3	-1.1	/	/	/	0	/
Cc1ccc(CNC(=O)NC2CCCCC2)cc1	8	1.6	6	-0.67	-15	-10	2	4	-4
COc1ccc(CN/C=C2\CCCCC2=O)cc1	-1	1.3	-4	-1.1	1	26	-10	-20	3
O=C(Cn1nc(-c2ccccc2)ccc1=O)NCCN1CCN(c2cccc(Cl)c2)CC1	-44	/	2	0.91	-12	20	-4	4	0
CN1CCc2c(c3ccccc3n2Cc2ccccc2)C1	14	1.2	16	-1.7	19	-21	1	-18	-2
CCC(C)(C(=O)NC1CCCCC1)N(CC1CCCO1)C(=O)c1ccccn1 (stereo unspecified)	1	1.1	3	-0.32	-44	6	10	-4	-7
CCCCc1ccc(NC(=O)N[C@H](C(=O)O)C(C)C)cc1	/	1.1	/	0.0072	-7	/	/	-6	5
COc1ccccc1Nc1nc(-c2cccs2)cs1	-44	1.6	8	0.084	12	6	17	-2	-7
COc1cc(-c2nc3cnccn3c2Nc2ccc3c(c2)OCCO3)ccc1O	/	1.3	5	0.028	/	/	/	11	/
COc1ccccc1N(CC(=O)Nc1ccc2c(c1)OCCO2)S(C)(=O)=O	-17	1.2	-6	0.42	-2	8	-9	-9[fluorescence artefact?]	0
O=C(CN1C(=O)CCSc2ccccc21)Nc1ccccc1	/	1	3	-0.0075	/	/	/	10	/
Cc1nnc(NC(=O)CCC(=O)NCc2ccco2)s1	-24	1.1	2	0.5	-15	12	22	-4	-7
Cc1ccc(-n2nnnc2-c2cnoc2-c2cccc(F)c2)cc1	-11	1.2	1	0.49	-53	13	-1	11	-21
CCn1cc(C(=O)N=c2sc3ccccc3n2C)c(=O)c2ccc(C)nc21	-27	0.9	9	/	8	-3	1	-2	-2
CCCC(N)CCCCCC(=O)O (stereo unspecified)	-13	1	2	-1.5	10	14	/	5	-10
CC(C)CC(=O)NC(=S)Nc1ccc(NC(=O)c2cccs2)cc1	-4	/	/	0.29	14	1	-5	/	6
Cc1ccc(-n2cc(-c3ccccc3)[nH]c2=O)cc1F	/	1.4	6	0.68	/	/	/	-8	/
Cc1ccc(N=Nc2c(N)n(-c3ccccc3)[nH]c2=O)cc1	5	/	/	0.053	-16	13	/	/	-7
O=c1ccnc(S/C=C/c2ccccc2)[nH]1	12	1.3	6	0.016	-243	-3	-11	-7	2
Cc1cc(C)n(-c2ccc(C(=O)Nc3ccccc3N3CCOCC3)cc2)n1	-19	1	/	-0.045	-1	25	-15	/	4
Cc1[nH]c2ccccc2c1CC(=O)O	/	1.1	3	-0.027	/	/	/	5	3
O=C(O)CCCNS(=O)(=O)c1ccc(NCc2ccccc2)c(C(=O)O)c1	-14	1.2	3	-0.32	-39	1	0	10	12
CC(=O)Nc1ccc(S(=O)(=O)NCc2ccc(C(=O)NCc3ccc(Cl)cc3)cc2)cc1	-29	1.1	1	-1.2	-15	-11	/	-5	2
O=C(c1cccs1)N(Cc1cccc(Cl)c1)C1CCS(=O)(=O)C1 (stereo unspecified)	-45	1.1	3	-0.27	-23	4	1	8	-5
c1ccc(CCc2ccccc2-c2nc(-c3ccccn3)no2)cc1	-2	1.3	3	-0.85	1	-8	26	8	0
O=C(COC(=O)c1ccc(O)cc1)Nc1ccc(N2CCCCC2)cc1	-18	1.3	1	-0.75	-106	9	-5	-3	0
Cc1ccc(S(=O)(=O)N(Cc2ccc(F)cc2)Cc2ccco2)cc1	/	1	-2	-0.45	-8	-24	-19	3	0
Cc1ccc(-c2nc3cc(NC(=O)C(C)C)ccc3o2)cc1	/	/	-4	-0.14	3	/	/	-8	10
CC(C)CN1C(=O)NC(NC(=O)c2ccco2)(C(F)(F)F)C1=O (stereo unspecified)	-29	1	9	-0.52	-7	2	5	12	-5
COc1ccc2c(c1)c1ncnc(N3CCN(Cc4ccc5c(c4)OCO5)CC3)c1n2C	-20	1.1	-4	0.3	24	5	2	9	1
CCNCC(=O)N1c2ccccc2CCc2ccc(NC(C)=O)cc21	/	1.1	12	-0.34	10	-24	-17	-6	6

Entries of single compounds as entered above. Order of screens: HUVEC tox TNFa | MT1-MMP txn act | Candida biofilm | DAT uptake mod | HUVEC tox IL1B | VCAM1 TNFa inh | cytoskel mod | Smad3 inh | LYP inh 2
Cc1ccc(S(=O)(=O)N(Cc2ccc(F)cc2)Cc2ccco2)cc1 in the list: / | 1 | -2 | -0.45 | -8 | -24 | -19 | 3 | 0
Cc1ccc(-c2nc3cc(NC(=O)C(C)C)ccc3o2)cc1 in the list: / | / | -4 | -0.14 | 3 | / | / | -8 | 10
CC(C)CN1C(=O)NC(NC(=O)c2ccco2)(C(F)(F)F)C1=O (stereo unspecified) in the list: -29 | 1 | 9 | -0.52 | -7 | 2 | 5 | 12 | -5

Further structures.
SMILES	HUVEC tox TNFa	MT1-MMP txn act	Candida biofilm	DAT uptake mod	HUVEC tox IL1B	VCAM1 TNFa inh	cytoskel mod	Smad3 inh	LYP inh 2
COC(Cc1nnc(SC)n1-c1ccccc1)OC	8	/	/	-0.1	-60	-4	-38	/	0
O=C(NCCCN1CCOCC1)c1ccccc1-c1ccccc1	16	1.3	3	-0.41	20	13	-15	2	-3
COc1ccc(C2/C(=C(/O)c3ccccc3)C(=O)C(=O)N2c2ccccn2)c(OC)c1 (stereo unspecified)	-28	1.1	7	-0.079	-10	20	8	7	5
O=c1cc(N2CCC3(CC2)OCCO3)[nH]c(=O)n1C1CCCCC1	-8	1.1	-2	0.37	-19	2	2	-6	3
CN(C(=O)c1ccc(Cl)c(S(=O)(=O)N2CCOCC2)c1)c1ccccc1C(=O)O	14	1.1	-3	-1.2	13	-23	-30	1	-1
CCOC(=O)c1cnc(=O)[nH]c1C	/	1	9	1.3	/	/	/	4	/
Cc1ccc(O)c(Sc2cc(C)ccc2O)c1	-20	1.2	8	1.1	-23	17	7	-4	4
Cc1cccc(C(CC(=O)N2CCCC2)c2ccccc2)c1O (stereo unspecified)	-35	1.2	3	-0.056	-105	-8	/	7	-14
Cn1nc(C(=O)NCc2ccc(F)cc2)c2ccccc2c1=O	/	1	7	1.4	-13	/	/	-11	-18
Nc1c(NCc2ccccc2)c(=O)[nH]c(=O)n1Cc1ccccc1	-8	1.2	4	0.0021	4	2	7	-11	0
CC(C)CCNC(=O)NC(=O)COc1ccccc1C#N	-20	1.2	2	0.68	4	8	8	-9	13
COC(=O)c1cc(C#N)c(NCc2ccccc2)nc1C	1	1.2	4	-0.92	3	15	6	3	7
Cc1ccc(N2C(=O)[C@@H]3[C@H](C2=O)C2c4ccccc4C=CN2[C@@H]3C(=O)c2ccco2)c(C)c1 (stereo partly specified)	-5	0.9	/	-1.7	-23	-16	32	/	-2
COc1ccc(-c2nnc3sc(-c4cccs4)nn23)cc1OC	17	1.1	-1	-0.034	-8	2	-10	24[fluorescence artefact?]	-14
CC(C)NC(=O)CSc1nnc(C2CC2)n1-c1ccccc1	-4	1.2	13	0.15	-16	20	6	13	10
CCOc1cc2c3c(c1)C1(C(=O)N3C(C)(C)C=C2C)C(C#N)=C(N)Oc2cc(O)ccc21 (stereo unspecified)	-3	1.3	3	-0.26	-74	8	0	-2	-5
O=C(COc1ccc2c(c1)C(=O)CC1(CCCCC1)O2)NCc1ccccc1	2	1.1	7	-1.4	-5	-5	-8	4	-14
O=C(Nc1cccc(Cl)c1)N(CCN1CCOCC1)Cc1ccccc1F	-26	1.2	7	-0.037	-120	-6	8	-4	8
COc1ccc(NC(=O)C2CC(c3ccc(OC)c(OC)c3)=NO2)cc1OC (stereo unspecified)	-9	1	6	-0.22	8	7	35	6	0
COc1ccc(NC(=O)c2c(Nc3ccccc3)sc(C(=O)c3ccc(F)cc3)c2N)cc1	-6	/	/	/	-24	12	3	/	-4
Cc1ccc(-n2nc(C)c3c(C)cc(=O)[nH]c32)cc1	-2	1.3	-2	-0.067	65	6	11	6	6
Cc1ccc(C)c(NC(=O)C2(C)CC3c4ccccc4C2c2ccccc23)c1 (stereo unspecified)	13	/	/	-0.018	31	-13	/	/	7
O=C(O)CCSc1nc2ccc(Br)cc2[nH]1	-4	1.1	1	0.29	12	-5	-8	9	2
COC(=O)c1ccnc(/C=N/O)c1	-6	1.1	6	-1.5	-11	1	7	9	8
O=C1c2ccccc2C(=O)N1Cc1nc2ccccc2c(=O)n1CCCN1CCOCC1	-27	1.2	8	0.78	-27	9	34	-5	-6
CCCCCn1c(SCC(=O)c2ccccc2)nc2cc(C(=O)NCc3ccco3)ccc2c1=O	-13	/	/	1.2	-22	5	-32	/	8
N#Cc1ccc(Nc2ccccc2)c(N)c1	-16	1.1	-1	-0.38	-24	7	15	7	-5
CC(=O)N1CCN(c2nnnn2-c2ccccc2)CC1	-17	/	2	-1	-21	4	5	1	-5
CC1(C)CC(=O)c2sc(NC(=O)CCS(=O)(=O)c3ccccc3)nc2C1	-13	/	7	-0.52	-2	19	-17	-9	-12
CCCC(=O)Nc1cc(C)c(NC(=O)c2ccccn2)cn1	-4	1.3	2	0.72	-25	-9	-2	1	-12

Source: PubChem (several laboratories)
